LYPLA2 inh – LYPLA2 (human) inhibition in PME1 counter-screen. O95372. recombinant LYPLA2, FP-Rh probe fluorescence polarization. inhibition, % at 5.9 µM. actives 0.38% (n = 320,000). AID 2177;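 active = inhibition above the screen-wide mean plus 3 SD, limit set per campaign, cut at about 26% in these data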;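 note: 0% = LYPLA2 with DMSO and 100% = wells lacking LYPLA2 enzyme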
Target sequence (O95372 whole entry, looked up): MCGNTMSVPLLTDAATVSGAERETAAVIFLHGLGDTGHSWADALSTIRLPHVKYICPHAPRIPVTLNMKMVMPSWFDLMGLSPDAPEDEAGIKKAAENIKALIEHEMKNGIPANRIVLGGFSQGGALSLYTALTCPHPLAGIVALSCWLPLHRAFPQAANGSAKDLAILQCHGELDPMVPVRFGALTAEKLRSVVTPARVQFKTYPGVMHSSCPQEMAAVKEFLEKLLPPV
core dimer inh – blocks dimerization of HCV core protein; inhibition, % at 5 µM; TR-FRET GST/Flag-core106 dimerization, 1536-well; actives 0.33% (n = 300,000);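 active = inhibition above the mean of all tested compounds plus 3 SD, set per screening campaign, cut at about 45% in these data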
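Assay system: tagged HCV core106 pair (GST and Flag); medium: KF-containing HEPES buffer, pH 7.45, DTT, CHAPS, BSA; also added: Eu donor and XL665 acceptor anti-tag antibodies; dosing: 5 µM single dose; timing: compound-protein-antibody incubation 4 h at 22.5 °C; signal: TR-FRET 671 and 617 nm emission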
TPT1 inh – blocks Candida albicans tRNA 2'-phosphotransferase | AID 1962 | actives 0.81% (n = 300,000) | inhibition, % at 5 µM | recombinant caTPT1, FP RNA substrate dephosphorylation;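 active = inhibition above the mean of all tested compounds plus 3 SD, set per screening campaign, cut at about 24% in these data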;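 note: plate controls were DMSO alone for no effect and ferristatin control at 100 nM for full effect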
PREPL inh – human PREPL enzyme inhibition. Q4J6C6. recombinant PREPL, fluorescence polarization activity-based probe. inhibition, % at 5.96 µM. actives 0.68% (n = 320,000). AID 2751; in the data active = inhibition above about 43%;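 note: 0% = enzyme with DMSO and 100% = wells lacking enzyme; many of its hits are not listed in these tables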
PP5 inh – inhibitors of human protein phosphatase 5 (PP5) | actives 0.18% (n = 320,000) | P53041 | inhibition, % at 6.7 µM | AID 1987 | purified PP5c, OMFP substrate fluorescence;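 active = inhibition above the campaign's mean inhibition across all tested compounds plus 3 SD, cut at about 9.5% in these data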;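 note: 0% = DMSO only and 100% = 100 µM cantharidin control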
Target sequence (P53041 whole entry, looked up): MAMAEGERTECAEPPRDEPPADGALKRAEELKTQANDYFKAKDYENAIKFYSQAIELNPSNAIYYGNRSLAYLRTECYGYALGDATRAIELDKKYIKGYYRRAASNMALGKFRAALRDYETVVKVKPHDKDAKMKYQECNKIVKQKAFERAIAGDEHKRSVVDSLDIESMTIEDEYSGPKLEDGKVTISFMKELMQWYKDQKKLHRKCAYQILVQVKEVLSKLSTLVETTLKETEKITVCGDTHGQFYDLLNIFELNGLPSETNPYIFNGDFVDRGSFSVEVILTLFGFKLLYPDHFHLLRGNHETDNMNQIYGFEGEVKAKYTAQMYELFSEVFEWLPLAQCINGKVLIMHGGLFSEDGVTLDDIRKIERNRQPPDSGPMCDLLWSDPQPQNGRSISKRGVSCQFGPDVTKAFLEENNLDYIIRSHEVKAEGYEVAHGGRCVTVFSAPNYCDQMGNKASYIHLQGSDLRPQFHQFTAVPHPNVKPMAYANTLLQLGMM
Efflux pump inh – inhibitors of Candida antifungal efflux pumps expressed in yeast | S. cerevisiae Candida pump triplex, Nile Red efflux | inhibition, % at 10 µM | actives 0.44% (n = 330,000);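 active = plate passing quality check with inhibition over a set limit, or well fluorescence over plate mean plus 4 SD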;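 note: Nile Red retained in pooled yeast measured as flow cytometry median fluorescence; 0% = buffer negative control and 100% = Enniatin B positive control; higher means more Nile Red kept so more efflux inhibition; some compounds called inactive have numbers as strong as hits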
CTSL1 counter – blocks F. hepatica cathepsin L1 in PFM18AAP counter-screen; recombinant F. hepatica cathepsin L1, Z-Leu-Arg-MCA fluorescence; inhibition, % at 5.96 µM; actives 0.49% (n = 300,000);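 active = inhibition above the mean of all tested compounds plus 3 SD, set per screening campaign, cut at about 17% in these data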;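 note: 0% = plate median of test compound wells and 100% = 1 µM Z-Phe-Ala-diazomethylketone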
JMJD2C inh – blocks human GASC-1 demethylase activity; actives 0.069% (n = 330,000); GST-JMJD2C(1-420) H3K9me3 demethylation, DELFIA europium; Q9H3R0; inhibition, % at 2.35 µM;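 active = more than half of a compound's replicate wells show inhibition beyond 50%, single wells judged on their own value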;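 note: signal counts dimethyl H3K9 product captured on neutravidin plate; 0% = median of DMSO wells and 100% = 0.3 times that DMSO median; strong numbers were not always called active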
PP1 counter – blocks human PP1-alpha phosphatase, a PP5 counter-screen. P62136. purified PP1alpha, OMFP fluorescence. inhibition, % at 6.7 µM. actives 0.9% (n = 320,000);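 active = inhibition above the mean inhibition of all tested compounds plus 3 SD, computed separately for each screening campaign, cut at about 15% in these data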
Target sequence (P62136 whole entry, looked up): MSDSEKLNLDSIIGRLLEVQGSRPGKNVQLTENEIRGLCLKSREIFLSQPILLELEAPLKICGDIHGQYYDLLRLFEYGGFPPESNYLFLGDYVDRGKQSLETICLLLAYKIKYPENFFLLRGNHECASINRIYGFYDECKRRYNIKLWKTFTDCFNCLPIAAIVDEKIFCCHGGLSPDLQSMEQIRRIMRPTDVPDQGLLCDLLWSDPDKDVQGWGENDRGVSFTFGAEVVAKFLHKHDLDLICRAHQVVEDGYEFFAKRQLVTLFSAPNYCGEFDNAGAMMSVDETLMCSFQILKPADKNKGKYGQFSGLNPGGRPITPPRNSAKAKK
* = called active by the depositor.

For COc1cccc(C(=O)Oc2cc3c4c(c2)C(C)=CC(C)(C)N4C(=O)C3=O)c1 the results were LYPLA2 inh 3.3, core dimer inh 7.1, TPT1 inh -0.3, PREPL inh 1.5, PP5 inh 5.0, Efflux pump inh 0.0, CTSL1 counter 1.5, JMJD2C inh -1.9 and PP1 counter 17.4*.
COP(=O)(OC)C(Nc1ccc(Cl)cc1)c1ccccc1 (stereo not given) was read as LYPLA2 inh 3.7, core dimer inh -21.4, TPT1 inh -1.9, PREPL inh -7.9, PP5 inh -0.4, Efflux pump inh 0.0, CTSL1 counter -3.1, JMJD2C inh 0.8 and PP1 counter 0.6.
Screening COc1ccc(CCNC(=O)c2ccc(NC3=NC4CS(=O)(=O)CC4S3)cc2)cc1OC (stereo not given) returned LYPLA2 inh -5.4, core dimer inh 8.2, TPT1 inh -1.8, PREPL inh -2.5, PP5 inh -0.5, Efflux pump inh 0.0, CTSL1 counter 0.7, JMJD2C inh 20.1 and PP1 counter -7.3.
Screening O=C1c2ccccc2C(=O)C12OC2c1cccc2ccccc12 (stereo not given) returned LYPLA2 inh 3.6, core dimer inh -22.0, TPT1 inh -2.0, PREPL inh 4.1, PP5 inh 10.0*, Efflux pump inh -0.1, CTSL1 counter 62.3*, JMJD2C inh 32.0 and PP1 counter -0.4.
Screening CCCCSc1nnc(C)c(=O)[nH]1 returned LYPLA2 inh 0.9, core dimer inh -1.9, TPT1 inh 1.1, PREPL inh 15.7, PP5 inh 2.0, Efflux pump inh 0.2, CTSL1 counter -1.8, JMJD2C inh -0.2 and PP1 counter -2.1.
O=C(NC1CCCCCCC1)c1ccc(F)cc1 was read as LYPLA2 inh 4.4, core dimer inh 2.2, TPT1 inh 1.0, PREPL inh 4.5, PP5 inh -2.2, Efflux pump inh 0.1, CTSL1 counter 5.7, JMJD2C inh 11.4 and PP1 counter -3.8.
Screening O=S(=O)(NC1CCCCC1Nc1ccccc1)c1ccccc1 (stereo not given) returned LYPLA2 inh -5.0, core dimer inh 2.8, TPT1 inh 4.4, PREPL inh 12.6, PP5 inh 5.4, Efflux pump inh 0.4, CTSL1 counter -3.9, JMJD2C inh 5.1 and PP1 counter -0.6.
Cc1ccc(N2CC(C(=O)OCC(=O)C(C)(C)C)CC2=O)cc1 (stereo not given) was read as LYPLA2 inh -0.2, core dimer inh 1.4, TPT1 inh -1.3, PREPL inh 9.3, PP5 inh 0.1, Efflux pump inh 0.0, CTSL1 counter -30.3, JMJD2C inh 0.9 and PP1 counter 1.0.
CCOC(=O)C1=NOC(COc2ccccc2C=O)C1 (stereo not given) was read as LYPLA2 inh 4.4, core dimer inh 7.2, TPT1 inh -2.0, PREPL inh -0.8, PP5 inh 3.9, Efflux pump inh -0.3, CTSL1 counter -3.0, JMJD2C inh -5.6 and PP1 counter -0.1.
`O=C(C1CCN(C2CCN(C/C=C/c3ccccc3)CC2)CC1)N1CCOCC1` gave LYPLA2 inh 4.6, core dimer inh -0.3, TPT1 inh -0.7, PREPL inh 23.9, PP5 inh -0.6, Efflux pump inh 0.0, CTSL1 counter 1.8, JMJD2C inh 8.0 and PP1 counter -2.5.
For C/C(=N\O)C(C)(C)Nc1ccc(Br)cc1 the results were LYPLA2 inh -1.1, core dimer inh -3.8, TPT1 inh -4.6, PREPL inh -0.8, PP5 inh 3.6, Efflux pump inh 0.3, CTSL1 counter -0.3, JMJD2C inh -3.1 and PP1 counter -4.4.
O=C(N/N=C/c1ccc(O)c(O)c1O)/C(=C/c1ccc([N+](=O)[O-])cc1)NC(=O)c1ccccc1 was read as LYPLA2 inh -6.9, core dimer inh 32.5, TPT1 inh -7.3, PREPL inh 11.8, PP5 inh 1.8, Efflux pump inh -0.1, CTSL1 counter 2.4, JMJD2C inh -4.5 and PP1 counter 31.9*.
COc1cc(NC(=O)COc2cc(O)c3c(c2)OC(C)(C)CC3=O)cc(OC)c1 was read as LYPLA2 inh -3.2, core dimer inh 17.4, TPT1 inh -3.0, PREPL inh 3.0, PP5 inh 0.7, Efflux pump inh 0.0, CTSL1 counter 8.4 and PP1 counter 1.5.
O=C(O)c1ccc(N2C(=O)CC(Cc3ccccc3)C2=O)cc1 (stereo not given) was read as LYPLA2 inh 2.9, core dimer inh -2.0, TPT1 inh 3.4, PREPL inh 1.7, PP5 inh 3.3, Efflux pump inh -0.1, CTSL1 counter 1.1, JMJD2C inh 24.0 and PP1 counter 0.9.
`CN1CCN(CC(=O)Nc2c(C(=O)C3CC3)oc3ccccc23)CC1` gave LYPLA2 inh -0.5, core dimer inh -1.6, TPT1 inh 0.9, PREPL inh -31.9, PP5 inh 0.6, Efflux pump inh 0.0, CTSL1 counter 1.3, JMJD2C inh 20.6 and PP1 counter 2.0.
c1ccc2c(c1)CSc1ccccc1N2 was read as LYPLA2 inh 2.1, core dimer inh -6.7, TPT1 inh -0.6, PREPL inh 19.6, PP5 inh 3.9, Efflux pump inh 0.0, CTSL1 counter 2.0, JMJD2C inh -11.0 and PP1 counter 0.9.
O=C(O)c1cccc(N2CCCC2=O)c1 was read as LYPLA2 inh 1.1, core dimer inh 4.2, TPT1 inh -1.7, PREPL inh -8.1, PP5 inh -0.3, Efflux pump inh 0.1, CTSL1 counter -2.9, JMJD2C inh 4.2 and PP1 counter -2.5.
For CCc1nnc(NC(=O)CSc2nnc(-c3ccco3)n2CCOC)s1 the results were LYPLA2 inh -0.9, core dimer inh -5.6, TPT1 inh -4.9, PREPL inh -5.0, PP5 inh 0.4, Efflux pump inh -0.1, CTSL1 counter -2.1, JMJD2C inh 23.0 and PP1 counter 0.7.
For O=C(c1cccc(OC2CCN(Cc3ccc(F)cc3Cl)CC2)c1)N1CCCC1 the results were LYPLA2 inh 0.2, core dimer inh 1.7, TPT1 inh 2.1, PREPL inh 17.7, PP5 inh -1.5, Efflux pump inh 0.0, CTSL1 counter 1.0, JMJD2C inh 5.5 and PP1 counter -1.4.
For CCCSCCCNC(=O)Cn1c(=O)c2cccn2c2ccccc21 the results were LYPLA2 inh -0.5, core dimer inh 4.7, TPT1 inh -3.7, PREPL inh 2.4, PP5 inh -1.9, Efflux pump inh 0.0, CTSL1 counter 1.5, JMJD2C inh -10.2 and PP1 counter 3.3.
For CC1C(=O)C(C)C(c2ccc([N+](=O)[O-])cc2)NC1c1ccc([N+](=O)[O-])cc1 (stereo not given) the results were LYPLA2 inh 12.8, core dimer inh -1.4, TPT1 inh -2.7, PREPL inh -14.4, PP5 inh 2.0, Efflux pump inh 0.0, CTSL1 counter -1.3, JMJD2C inh 7.9 and PP1 counter 2.4.
COc1cccc(C2=CC(c3ccc(OC)c(OC)c3OC)n3nnnc3N2)c1 (stereo not given) was read as LYPLA2 inh 6.7, core dimer inh 6.1, TPT1 inh -1.6, PREPL inh -43.4, PP5 inh -2.1, Efflux pump inh 0.1, CTSL1 counter 2.4, JMJD2C inh 3.4 and PP1 counter 0.0.
`O=C(NCc1cccs1)c1cnn2cccnc12` gave LYPLA2 inh -0.1, core dimer inh -12.5, TPT1 inh 3.1, PREPL inh 0.9, PP5 inh 1.2, Efflux pump inh -0.1, CTSL1 counter 1.8, JMJD2C inh -0.2 and PP1 counter -6.0.
Screening Oc1ccc(Cl)cc1CNCC1CCCO1 (stereo not given) returned LYPLA2 inh 2.8, core dimer inh -3.1, TPT1 inh -0.6, PREPL inh 7.4, PP5 inh 2.7, Efflux pump inh 0.1, CTSL1 counter 1.7, JMJD2C inh -2.8 and PP1 counter -0.6.
`CCCN(CC(=O)Nc1ccccc1C)C(=O)c1nn(CC)c(=O)c2ccccc12` gave LYPLA2 inh -5.8, PREPL inh 6.7, PP5 inh 1.1, Efflux pump inh 0.1, JMJD2C inh -9.3 and PP1 counter 1.2.
For COc1ccc(NC(=S)c2ccccc2)cc1 the results were LYPLA2 inh 3.1, core dimer inh -6.0, TPT1 inh 2.0, PREPL inh -3.2, PP5 inh -0.7, Efflux pump inh 1.8, CTSL1 counter -2.9, JMJD2C inh 7.4 and PP1 counter -2.0.
CCOC(=O)N1CCN(C(=O)C(C)(C)Oc2ccc(Cl)cc2)CC1 was read as LYPLA2 inh 2.5, core dimer inh -2.9, TPT1 inh 2.2, PREPL inh -13.1, PP5 inh 1.2, Efflux pump inh 0.5, CTSL1 counter -1.0, JMJD2C inh 1.1 and PP1 counter -4.8.
COc1cc(SC)ccc1C(=O)OCC(=O)NC(=O)NC(C)C was read as LYPLA2 inh 2.0, core dimer inh 3.7, TPT1 inh -0.2, PREPL inh -2.4, PP5 inh -0.2, Efflux pump inh -0.1, CTSL1 counter 0.7, JMJD2C inh 1.3 and PP1 counter -2.3.
For COc1ccc(NS(=O)(=O)c2cc(NC(=O)c3ccco3)ccc2N2CCCC2)cc1 the results were LYPLA2 inh 2.2, core dimer inh 4.1, TPT1 inh 0.9, PREPL inh 9.3, PP5 inh 2.6, Efflux pump inh 0.0, CTSL1 counter 2.7, JMJD2C inh 1.1 and PP1 counter 2.7.
`CC1(C)CC(=O)c2c(-c3cccnc3)n[nH]c2C1` gave LYPLA2 inh -5.3, core dimer inh 8.5, TPT1 inh -1.9, PREPL inh 3.9, PP5 inh 1.3, Efflux pump inh 0.0, CTSL1 counter 1.3, JMJD2C inh 25.4 and PP1 counter 1.2.
CCOP(=O)(OCC)c1ccc2c(c1)C(=O)c1ccccc1CC2 was read as LYPLA2 inh -0.3, PREPL inh -4.3, PP5 inh 0.4, Efflux pump inh 0.0, JMJD2C inh -11.3 and PP1 counter -2.2.
Screening COc1ccc(-c2n[nH]c(=S)n2Cc2ccccc2)cc1 returned LYPLA2 inh 2.0, core dimer inh 9.4, TPT1 inh 1.9, PREPL inh -7.0, PP5 inh 0.2, Efflux pump inh -0.1, CTSL1 counter 1.9, JMJD2C inh 1.4 and PP1 counter -0.8.
Screening Cc1ccc(N2C(=O)CC(Sc3ccccc3C(=O)O)C2=O)cc1C (stereo not given) returned LYPLA2 inh -1.3, core dimer inh -0.7, TPT1 inh -2.8, PREPL inh 0.4, PP5 inh 2.2, Efflux pump inh 0.1, CTSL1 counter -1.7, JMJD2C inh -5.4 and PP1 counter -3.2.
Screening CC1(C)CC(=NNC(=O)c2n[nH]c3c2CCC3)CC(C)(C)N1 returned LYPLA2 inh 2.9, core dimer inh -5.6, TPT1 inh -1.3, PREPL inh 10.1, PP5 inh 3.2, Efflux pump inh -0.1, CTSL1 counter -1.8, JMJD2C inh 5.6 and PP1 counter -2.3.
Screening CCOc1ccc(NS(=O)(=O)c2ccc(C(=O)N3CCN(c4ncccn4)CC3)cc2)cc1 returned LYPLA2 inh 2.1, core dimer inh 5.4, TPT1 inh 4.4, PREPL inh -21.0, PP5 inh -1.8, Efflux pump inh 0.0, CTSL1 counter 0.5, JMJD2C inh 0.7 and PP1 counter 9.4.
`CC(C)c1ccccc1NC(=O)CC1(CC(=O)O)CCCC1` gave LYPLA2 inh 7.3, core dimer inh -2.8, TPT1 inh 0.5, PREPL inh 17.5, PP5 inh 2.3, Efflux pump inh 0.0, CTSL1 counter -1.6, JMJD2C inh 11.9 and PP1 counter -0.1.
COCCNC(=O)C(c1ccc(C)o1)N(C(=O)c1snc(C(N)=O)c1N)c1ccc(C)cc1 (stereo not given) was read as LYPLA2 inh 2.2, core dimer inh 2.8, TPT1 inh 4.3, PREPL inh 23.7, PP5 inh 3.6, Efflux pump inh 0.2, CTSL1 counter -0.9, JMJD2C inh -22.4 and PP1 counter 1.9.

Some of the compounds tested; rates above refer to the full screens.
